SUMO HTRF inh – inhibitors of human SUMOylation (UBC9). hit rate 0.36% among 290,000. P63279. HTRF SUMOylation assay, SAE1/SAE2 + UBC9, in vitro. inhibition, % at 35 µM; in the data active = inhibition above about 50%, passing the limit was not always enough; note: strong numbers were not always called active
MEKK3 PB1 HTS – raises or lowers MEK5 binding to the human MEKK3 PB1 domain | bead-based flow cytometry, Alexa488-MEK5 binding to MEKK3; actives lie on both sides; 0 = blocked by unlabeled MEK5, 100 = vehicle | hit rate 1.4% among 290,000 | binding response (% of control), % at 10 µM | AID 1529;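 active = binding response more than 3 SD above or below the average of its plate-row segment, actives on both sides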;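 note: Alexa488 bead fluorescence after subtracting the streptavidin-only scavenger bead signal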
Target sequence (Q99759 whole entry, looked up, the tested form may be a part): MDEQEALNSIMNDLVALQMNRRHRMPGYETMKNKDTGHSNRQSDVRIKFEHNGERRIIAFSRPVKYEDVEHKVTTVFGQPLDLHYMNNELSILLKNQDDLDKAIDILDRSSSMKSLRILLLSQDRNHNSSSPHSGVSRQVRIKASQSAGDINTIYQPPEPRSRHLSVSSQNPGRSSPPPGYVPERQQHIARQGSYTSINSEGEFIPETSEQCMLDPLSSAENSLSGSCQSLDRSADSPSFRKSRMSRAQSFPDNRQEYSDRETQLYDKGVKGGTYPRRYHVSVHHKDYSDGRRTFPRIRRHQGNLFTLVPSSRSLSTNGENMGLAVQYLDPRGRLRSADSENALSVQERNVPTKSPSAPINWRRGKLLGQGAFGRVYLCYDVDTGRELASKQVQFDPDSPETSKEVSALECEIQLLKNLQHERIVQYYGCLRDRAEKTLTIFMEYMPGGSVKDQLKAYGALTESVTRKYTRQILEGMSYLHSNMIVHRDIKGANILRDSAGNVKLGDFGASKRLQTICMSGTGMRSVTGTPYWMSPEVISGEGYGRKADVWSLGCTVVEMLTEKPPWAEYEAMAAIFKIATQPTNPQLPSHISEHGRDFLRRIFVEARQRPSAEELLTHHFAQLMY
VIM-2 inh – inhibitors of Pseudomonas aeruginosa VIM-2 metallo-beta-lactamase; purified VIM-2, nitrocefin hydrolysis, epi-absorbance fluorescence; inhibition, % at 5.6 µM; hit rate 0.89% among 290,000;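 active = inhibition above the mean of all tested compounds plus 3 SD, cutoff set per screening run, cut at about 7.5% in these data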;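 note: red hydrolysis product quenches plate fluorescence so inhibitors raise well fluorescence; 0% = enzyme with DMSO and 100% = DMSO without enzyme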
IDE cell activ – boosts human insulin-degrading enzyme activity in HEK cells | P14735 | FAbeta-B cleavage, fluorescence polarization; 0% vehicle, 100% cell-free pure enzyme wells | activation, % at 5.96 µM | hit rate 0.073% among 340,000;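 active = activation above the mean of all tested compounds plus 3 SD, set per screening campaign, cut at about 17% in these data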
PHOSPHO1 block – blocks human PHOSPHO1 phosphatase activity; Q8TCT1; recombinant PHOSPHO1, absorbance phosphatase assay; inhibition, % at 13.3 µM; hit rate 1.1% among 290,000; AID 1565; in the data active = inhibition above about 60%
Target sequence (Q8TCT1 whole entry, looked up): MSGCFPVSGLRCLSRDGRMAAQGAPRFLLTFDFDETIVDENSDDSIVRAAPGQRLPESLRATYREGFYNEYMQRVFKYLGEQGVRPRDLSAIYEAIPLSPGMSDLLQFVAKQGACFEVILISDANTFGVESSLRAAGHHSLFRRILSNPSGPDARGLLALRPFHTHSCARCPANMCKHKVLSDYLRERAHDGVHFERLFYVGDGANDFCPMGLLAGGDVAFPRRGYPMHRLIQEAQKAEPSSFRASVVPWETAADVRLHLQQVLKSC
p-CIP stab down – p/CIP protein destabilization; Q05BA5; F442A p/CIP-EGFP cells, EGFP fluorescence, 16 h; decrease of EGFP signal, % at 10 µM; hit rate 0.01% among 290,000;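 active = EGFP signal decrease of at least 30% at 10 µM or well 3 SD below plate mean, unless failing retest; inactive = the rest, including hits failing retest or dose response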; note: some compounds called inactive have numbers as strong as hits; many of its hits are not listed in these tables
FID counter – displaces DNA intercalator in HCV helicase counter-screen; DNA fluorescent intercalator displacement, fluorescence; inhibition, % at 7.9 µM; hit rate 0.17% among 290,000; in the data active = inhibition above about 37%;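 note: 0% = vehicle and 100% = reference compound; higher means more ethidium bromide displaced from hairpin DNA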
IMP-1 inhibitor – blocks Pseudomonas aeruginosa IMP-1 metallo-beta-lactamase; purified IMP-1, nitrocefin hydrolysis, epi-absorbance fluorescence; inhibition, % at 5.6 µM; hit rate 0.45% among 290,000;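 active = inhibition above the mean plus 3 SD of all compounds in the same screening run, cut at about 4.5% in these data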;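 note: 0% = IMP-1 with DMSO and 100% = DMSO wells lacking enzyme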
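System: purified IMP-1; amount: IMP-1 0.2 nM before substrate addition; compound: single dose, 5.6 µM; times: 25 °C, 15 min preincubation, 25 min reaction; signal: Epi-absorbance via hydrolysed-nitrocefin quenching of white-plate fluorescence, 480/530 nm, EDTA stop; benchmarks: DMSO with and without IMP-1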
HCV NS3 hel inh – inhibitors of Hepatitis C virus NS3 helicase; inhibition, % at 10.9 µM; hit rate 0.56% among 290,000; NS3 helicase DNA unwinding, Cy5 molecular beacon fluorescence;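 active = inhibition above the mean of all tested compounds plus 3 SD, set per campaign, cut at about 35% in these data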;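 note: 0% = DMSO wells and 100% = thioflavine S control wells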
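System: Hepatitis C virus NS3 helicase domain fragment enzyme | Reagent: Annealed dual-labelled DNA beacon duplex, ATP-started | Compound dosing: 10.9 µM single point, 0.8% DMSO | Incubation: 1 h reaction at 25 °C, ATP-initiated | Technique: Cy5 fluorescence | Evaluation: Percent inhibition from t60/t0 fluorescence ratio | Benchmarks: Low DMSO, high thioflavine S at 110 µM | Replication: Singlicate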
An asterisk follows results filed as active; . = no result given; [ ] = remark or other dose.

canonical_smiles	HCV NS3 hel inh	SUMO HTRF inh	IMP-1 inhibitor	IDE cell activ	p-CIP stab down	MEKK3 PB1 HTS	PHOSPHO1 block	VIM-2 inh	FID counter
CCOC(=O)CC(=O)CSc1ccc2nnc(-c3cccc(F)c3)n2n1	27	27	-3.6	4	-8	86	44	1.3	-15
O=C(Nc1nccs1)C1CC(=O)N(c2ccccc2Cl)C1 (stereo not given)	-13	6	-1.9	7	-8	85	5	1.4	-3
CCNC(=S)N(CCc1c(C)[nH]c2ccc(C)cc12)Cc1cccs1	-11	-41	-0.4	11	-8	101	33	-0.1	-27
O=C(NC1CCCCC1)C(=O)N(Cc1cccnc1)C(C(=O)NCc1ccco1)c1ccccc1 (stereo not given)	-1	20	-1.8	.	-4	113	24	-0.1	-27
C=CCc1cc(Cl)ccc1OCCN(C)C	-8	-5	-2.7	5	3	104	43	-0.7	11
CCOC(=O)C1CCCN(S(=O)(=O)c2nc3nc(C)cc(C)n3n2)C1 (stereo not given)	5	-5	-0.2	1	-11	101	41	1.0	-8
COC(=O)c1sccc1NC(=S)Nc1ccc(F)cc1	-4	15	-6.1	4	-22	85	6	-6.2	-4
CCCCNC(=O)Cn1c2c(c(-c3ccccc3Cl)cc1=O)CCC2	5	0	-1.9	-3	-11	105	-3	-4.9	-21
CCOC(=O)c1c(-c2ccccc2)oc2ccc(OCC(O)CNCCN(C)C)cc12 (stereo not given)	-80	39	1.1	-2	9	100	24	25*	51*
O=C(Nc1ccc(Cl)cc1)NC1CCCCNC1=O (stereo not given)	-2	1	-2.1	.	-3	108	7	-2.4	-3
CC(C)C(C)NC(=O)CSc1nnc(-c2c[nH]c3ccccc23)o1 (stereo not given)	5	11	-5.2	3	8	97	-4	-0.8	-8
Cc1ccc(-c2cc(N)n(-c3ccc(C)cc3)n2)cc1	9	-17	-1.9	-2	-5	107	6	-4.3	-10
CCN(CC)CCNC(=O)Cn1nc(-c2ccc(C)cc2)ccc1=O	6	9	-0.8	7	14	103	-9	-0.4	8
O=C(COC(=O)CN=C1NS(=O)(=O)c2ccccc21)Nc1ccccc1OC(F)F	-5	-8	-1.6	9	1	80	4	1.5	5
CC1(O)N(Cc2ccccc2)C(=O)OC12CCCCC2 (stereo not given)	0	13	-1.6	-3	-3	100	18	-0.4	-6

New compounds follow.
canonical_smiles	HCV NS3 hel inh	SUMO HTRF inh	IMP-1 inhibitor	IDE cell activ	p-CIP stab down	MEKK3 PB1 HTS	PHOSPHO1 block	VIM-2 inh	FID counter
CCCCn1c(CN(C)Cc2ccccc2)nc2c1c(=O)n(C)c(=O)n2C	-9	-17	-1.8	-1	-2	94	29	-3.1	-25
O=C(COC(=O)C1CCC(=O)N1)Nc1cc(Cl)ccc1Cl (stereo not given)	1	-6	-0.2	0	-3	103	7	-2.1	4
CCc1cc(C(=O)NC(C)C2CCCO2)cs1 (stereo not given)	-1	16	-1.4	3	-11	103	37	0.0	4
COCCCN1C(=O)c2ccc(C(=O)NCc3ccco3)cc2C1=O	-2	-1	-3.3	0	-12	101	3	-0.1	-2
Cc1cccc(NC(=O)c2ccco2)c1C	-4	-8	-1.2	-3	-8	101	24	0.9	1
Cc1ccc2cc(CCNC(=O)C(C)C)c(=O)[nH]c2c1C	6	7	-3.9	2	-7	103	10	-2.5	0
COC(=O)c1ccc(-c2sc3nc(N4CCOCC4)c4c(c3c2N)CC(C)(C)OC4)o1	10	9	-3.7	2	-14	99	-14	-2.9	-5
COc1ccc(CCNC(=O)C(=O)NCC2OCCN2S(=O)(=O)c2ccc3c(c2)OCCO3)cc1 (stereo not given)	-10	-9	-0.8	4	-2	95	4	1.9	-42
O=C(Cc1ccc(Br)cc1)Nc1ccccc1Sc1ccccc1	-1	32	-2.0	2	-7	100	24	-4.0	-12
CC1(C)Cc2c(c(-c3ccco3)[nH]c(=O)c2C#N)CO1	1	14	1.0	2	-10	100	19	-0.8	2
O=C(CNC(=O)c1cccs1)NCCN1CCC(Cc2ccccc2)CC1	5	2	-5.5	.	-10	100	-1	-3.3	8
O=C(NCC1CCCO1)c1ccc2c(=O)n(CC3CCCO3)c(=S)[nH]c2c1 (stereo not given)	4	3	-0.6	14	10	2.0*[inhibitor]	0	-1.0	-16
OCC1OC(n2nnc3ccccc32)C(O)C(O)C1O (stereo not given)	21	5	-2.4	2	-3	108	5	-4.1	-8
COc1cc(NC(=O)c2ccccc2)c(C)cc1NC(=O)CC(CC(=O)O)c1ccccc1 (stereo not given)	0	0	-2.9	3	-3	99	11	-1.2	-37
COc1ccc(NC(=O)O/N=C/c2ccc(Br)cc2)cc1	-13	9	-1.9	6	-14	106	46	-0.2	-12

Further entries:
canonical_smiles	HCV NS3 hel inh	SUMO HTRF inh	IMP-1 inhibitor	IDE cell activ	p-CIP stab down	MEKK3 PB1 HTS	PHOSPHO1 block	VIM-2 inh	FID counter
CC1CN(C(=O)c2ccc(COCC(F)(F)F)o2)CC(C)O1 (stereo not given)	13	-5	-1.3	3	-3	105	2	-2.1	1
Cc1cccc(OC(=O)Cn2c(C(F)(F)F)nc3ccccc32)c1	1	7	-1.4	5	-9	.	24	-2.9	-8
C#Cc1ccc(CN2CCN(CCc3ccccc3)C(CCO)C2)cc1 (stereo not given)	-4	-6	-1.7	3	7	105	19	-2.4	3
Cc1[nH]c2ccccc2c1C(=O)COC(=O)c1ccc([N+](=O)[O-])s1	15	-2	-3.2	-7	-13	119	48	0.1	-13
Cc1ccc(NC(=O)CSc2nnc(CNC(=O)c3cccs3)o2)c(C)c1	-6	-15	-1.6	3	8	107	-8	0.2	-5
CCOc1ccc(N2CC(C(=O)Nc3ccc(S(=O)(=O)Nc4nccs4)cc3)CC2=O)cc1 (stereo not given)	-5	8	-1.7	1	-9	103	31	-0.7	-27
CS(=O)(=O)c1nc(-c2ccc(Br)cc2)n[nH]1	11	-34	-1.4	4	8	98	-1	-1.4	-4
CCCN(CCC)CCCNC(=O)c1cc2c(=O)n(C)c3ccccc3c2n1C	6	16	-2.5	-4	-13	100	-2	26*	26
CCOC(=O)c1c[nH][nH]c1=O	-2	10	-4.1	3	4	93	27	-2.0	0
Cc1cccc(C(=O)NNC(=O)C23CC4CC(CC(C4)C2)C3)c1O	-4	1	-2.4	2	-5	104	28	-1.9	-6
CC(=O)c1c(C)nc(-c2ccc(OCC(=O)Nc3ccc(F)cc3)cc2)n1O	-8	-1	-1.0	5	0	103	-1	-1.4	-11
CCCc1nc(SCC(=O)Nc2nnc(SCC)s2)c2c(=O)n(C)c(=O)n(C)c2n1	3	-3	-2.2	5	-8	105	24	-1.9	-5
Cc1cc(C)cc(N(CC(=O)NC2CCCC2)C(=O)CCC(=O)Nc2cc(C)on2)c1	10	4	-3.5	3	-14	100	6	-2.8	-46
C=CCn1c(SCC#N)nc2c(c1=O)C(C)(C)Cc1ccccc1-2	-2	-30	-2.3	3	-10	.	11	0.3	-3
C/C(CC(=O)C(F)(F)F)=N\NC(=O)/C(C#N)=C/N(C)C	-5	18	-0.9	3	-5	71	-26	0.1	7

Next records.
canonical_smiles	HCV NS3 hel inh	SUMO HTRF inh	IMP-1 inhibitor	IDE cell activ	p-CIP stab down	MEKK3 PB1 HTS	PHOSPHO1 block	VIM-2 inh	FID counter
COc1ccc(NC(=O)CSc2nnc(Cc3cccn3C)n2-c2ccc(C)cc2)cc1OC	3	5	-1.2	5	-10	108	28	-5.8	-42
Cc1ccc(S(=O)(=O)CC(O)COc2ccccc2C#N)cc1 (stereo not given)	5	14	0.6	3	-7	103	37	1.4	-7
NS(=O)(=O)c1ccc(CCNC(=O)c2cccc3ccccc23)cc1	8	9	-5.4	0	9	101	6	-3.1	-13
C/C(=N\NC(=O)c1ccc(Cl)c(S(=O)(=O)Nc2ccccc2Cl)c1)c1ccncc1	7	15	-2.0	5	-8	145*	-2	-1.9	-5
COc1ccc(-c2nn(-c3ccccc3)cc2C2CC(c3cccs3)=NN2C(=O)CCCC(=O)O)cc1 (stereo not given)	0	8	-3.7	2	-4	.	5	-2.2	-51
CC(=O)N1CCN(CCN(CC2C(C)C=C(C)CC2C)C(C)=O)CC1 (stereo not given)	-7	6	-6.2	2	-2	84	-37	-0.9	-26
O=C(Nc1cc(=O)c2ccccc2o1)N1CCCCC1	7	4	-3.5	4	6	99	-6	-2.5	-8
O=C(c1ccco1)c1nnn(Cc2ccccc2)c1-c1ccccc1	1	5	-2.3	-3	-5	107	-70	-1.2	-23

Grouped by structure: the entries above with an aryl thioether with sulfur outside any ring
canonical_smiles	HCV NS3 hel inh	SUMO HTRF inh	IMP-1 inhibitor	IDE cell activ	p-CIP stab down	MEKK3 PB1 HTS	PHOSPHO1 block	VIM-2 inh	FID counter
CCOC(=O)CC(=O)CSc1ccc2nnc(-c3cccc(F)c3)n2n1	27	27	-3.6	4	-8	86	44	1.3	-15
CC(C)C(C)NC(=O)CSc1nnc(-c2c[nH]c3ccccc23)o1 (stereo not given)	5	11	-5.2	3	8	97	-4	-0.8	-8
O=C(Cc1ccc(Br)cc1)Nc1ccccc1Sc1ccccc1	-1	32	-2.0	2	-7	100	24	-4.0	-12
Cc1ccc(NC(=O)CSc2nnc(CNC(=O)c3cccs3)o2)c(C)c1	-6	-15	-1.6	3	8	107	-8	0.2	-5
CCCc1nc(SCC(=O)Nc2nnc(SCC)s2)c2c(=O)n(C)c(=O)n(C)c2n1	3	-3	-2.2	5	-8	105	24	-1.9	-5
C=CCn1c(SCC#N)nc2c(c1=O)C(C)(C)Cc1ccccc1-2	-2	-30	-2.3	3	-10	.	11	0.3	-3
COc1ccc(NC(=O)CSc2nnc(Cc3cccn3C)n2-c2ccc(C)cc2)cc1OC	3	5	-1.2	5	-10	108	28	-5.8	-42

Bioassay records from PubChem.

Some of the compounds tested; count on the stated rates, not on these rows.
